Screening data as filed in PubChem BioAssay.
HepG2 viability: counter-screen for TGF-b inhibitors: cytotoxicity in HepG2 cells; HepG2 CAGA-GFP viability, ATP luminescence, 18 h; Potency, µM (top dose mostly 46.1 µM), without a hit: at the highest dose activity change, negative = cytotoxicity, most hits filed as cytotoxic; actives 0.76% (n = 410,000); AID 588856; further: potency means the concentration at half of the fitted maximal effect; some results filed as inactive show a strong effect at the top dose
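CellTiter-Glo luminescence gave cytotoxicity after 18 hours at 37 degrees C. The cells were HepG2 CAGA-GFP in 1% FBS DMEM, stimulated with 500 pg/mL TGF-beta after compound addition. %Activity was normalised to no-cell wells (complete cell-killing) and DMSO (no toxicity), and curves were fitted and classified.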
A549 viability: counter-screen for Nrf2 inhibitors: cytotoxicity in A549 cells. A549 ARE-Fluc cells, CellTiter-Fluor viability, 18-24 h. Potency, µM (doses to about 46 µM), for the others: at the top dose activity change, negative = cytotoxicity, usual class: inhibitors. actives 0.16% (n = 390,000). AID 504648; further: potency means the concentration at half of the fitted maximal effect; on the % scale 0 is the no-effect control and ±100 the full control effect
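Cytotoxicity counterscreen: CellTiter-Fluor fluorescence was measured in A549 ARE_Fluc cells after 18-24 h of compound exposure in a concentration series. The subsequent BugLite luminescent read reports ARE-luciferase activity.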
S2 tox: cell viability loss in ATXN counter-screen | S2 cells (HEK-293 line with an ATXN2-luciferase reporter) viability, CellTiter-Fluor protease fluorescence, 24 h | Potency, µM (highest dose often 56.7 µM), actives largely listed as cytotoxic | actives 0.49% (n = 400,000); further: potency means the concentration at half of the fitted maximal effect; nearly all actives have a fitted effect of over 40% in size
Nrf2 inh: inhibitors of Nrf2 signaling | actives 2.1% (n = 360,000) | A549 ARE-Fluc reporter, luciferase luminescence, 18-24 h | Potency, µM (highest dose often 46 µM), for the others: at the highest dose activity change, negative = inhibition, usual class: inhibitors; further: potency means the concentration at half of the fitted maximal effect; on the % scale 0 is the no-effect control and ±100 the full control effect; nearly all actives have a fitted effect of over 60% in size
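Cells were seeded and rested 2 h, then exposed to compounds for 18-24 h. CellTiter-Fluor was read first as a viability measure. BugLite was added 15 min before the final luminescent read of ARE-luciferase activity in A549 cells.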
Nrf2 activator: Nrf2 pathway activation. actives 0.31% (n = 410,000). AREc32 ARE-luciferase reporter (MCF7-derived line), luminescence, 24 h. Potency, µM (highest dose often 46.1 µM), for inactives: at the top dose activation, usual class: activators; further: potency means the concentration at half of the fitted maximal effect; % of control where 0% means no effect; nearly all actives have a fitted effect of over 65% in size
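AREc32 cells carrying an ARE-driven firefly luciferase reporter were seeded at 1000 cells/well in OPTI-MEM with 5% FBS, then exposed to compound for 24 hr at 37 deg C. Luminescence was read with Steady-Glo after 30 min at RT.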
TGFb SMAD3 inh: blocks TGF-b signaling. HepG2 CAGA-GFP TGF-b/SMAD3 reporter, GFP fluorescence, 18 h; TGF-beta stimulated, 500 pg/mL final. Potency, µM (doses to about 46.1 µM), inactives show at the highest dose activity, negative = inhibition, hits mostly inhibitors. actives 1.2% (n = 410,000); further: potency means the concentration at half of the fitted maximal effect; on the % scale 0 is the no-effect control and ±100 the full control effect; nearly all actives have a fitted effect of over 65% in size
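TGF-beta reporter screen: HEPG2 CAGA-GFP, 1% FBS, 500 pg/mL TGF-beta final, 18 h; per-cell GFP summed per well; curves fitted and categorized by class.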
Mm-Cpn inhibitor: M. maripaludis TRiC chaperonin inhibition | purified Mm-Cpn ATPase, ADP Transcreener TR-FRET | Potency, µM (titrated, usually from 76.9 µM), inactives show top-dose activity, negative = inhibition, most hits filed as inhibitors | actives 0.031% (n = 330,000); further: potency means the concentration at half of the fitted maximal effect; on the % scale 0 is the no-effect control and ±100 the full control effect; nearly all actives have a fitted effect of over 80% in size
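Purified archaeal Mm-CPN (25nM final) preincubated 10 min at 37degC with compound, then 10uM ATP for 30 min at 37degC; ADP measured by HTRF Transcreener TR-FRET; buffer 30 mM TRIS pH 7.4, 100mM KCl, 5mM MgCl2, 1mM DTT.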
CCT modulator: modulators of cytosolic chaperonin (CCT/TRiC) activity | purified chaperonin ATPase assay, HTRF ADP detection, 30 min | activity change, % (no concentration beside the values), hits read low | actives 0.3% (n = 360,000); in the data active means activity change below about -30%; further: on the % scale 0 is the no-effect control and ±100 the full control effect
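TRiC at 40 or 20 nM final (batch-dependent) in 30 mM Tris pH 7.4, 100 mM KCl, 5 mM MgCl2, 1 mM DTT, with compound at single 76 uM and 10 uM ATP, 30 min at 37 deg C. ADP detected by HTRF Transcreener, 665/615 ratio.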
pAkt inh: Akt phosphorylation inhibition; Neuro2A IGF-stimulated pAkt S473 HTRF, 20 min; hits give low values; activity change, % for hits at 50 µM; actives 0.32% (n = 360,000); AID 651550; in the data active means activity change below about -80%; inconclusive means mostly about -51% to -80%; further: on the % scale 0 is the no-effect control and ±100 the full control effect
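Single-point screen (50 µM final compound) in Neuro2A cells stimulated 20 min with 6 nM IGF at 37 deg C. After lysis, Ser473-phosphorylated Akt read by HTRF (ex 330 nm, em 615/665 nm) as the 665/615 ratio.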
Active calls of the source: *; i = inactive; ? = inconclusive; . = not tested or not shown; & = joins results of further samples; [ ] = remark or other dose. Unless noted, the call rests on the fitted dose curve; in most records, active means well fitted curve in the direction sought with a large enough effect; inconclusive means small, poorly fitted or top-dose-only effect, or another doubt; inactive means no such curve, though single readings can be large; an effect the other way counts as inactive or inconclusive. Rows were taken by chance (roughly 4.4% active in at least one column).

SMILES | HepG2 viability | A549 viability | S2 tox | Nrf2 inh | Nrf2 activator | TGFb SMAD3 inh | Mm-Cpn inhibitor | CCT modulator | pAkt inh
CCOc1ccc(OCC)c(NC(=O)c2cnn(-c3ccc(F)cc3)c2-n2cccc2)c1 | -15% | 9% | i | ? | -0.9% | -5% | . | . | .
Cn1c(SCC(=O)Nc2nc(C(C)(C)C)cs2)nnc1C1CC1 | -11% | 1% | i | ? | -0.4% | -5% | 0% | -0.5 | i
COc1ccccc1CN1CC(C(=O)NCc2nc3ccccc3n2C)CCC1=O (stereo unspecified) | -4% | 1% | i | 11% | -0.4% | 4% | -2% | 0.1 | i
CC(C)(C)[C@@H]1COC(=O)[C@@H](Cc2ccc(F)cc2)C/C=C\C[C@H](CC(=O)N(CCO)Cc2ccccc2)C(=O)N1 | -27% | -13% | ? | -21% | 5.5% | ? | 0% | 0.6 | i
CCNc1c(NCC)c(=O)c1=O | -1% | 3% | i | 3% | 1.6% | 3% | 0% | 0.9 | i
O=C(C1=C[C@H](C2CC2)C[C@H](OCCCCO)O1)N1CCN(Cc2ccccc2)CC1 | -10% | 20% | i | 1% | 0.3% | -5% | . | -3.4 | i
COc1cccc(OCCSc2nc(N)cc(N)n2)c1 | -19% | -14% | i | ? | -0.3% | -8% | -1% | 0.2 | i
[O-][N+](=C(c1ccccc1)c1ccccc1)c1ccccc1 | -1% | -2% | i | 4% | 0.2% | 4% | . | -1.1 | i
COc1ccc(S(=O)(=O)N2CCN(C(=O)C3CC3)CC2)cc1Br | 6% | 2% | i | -5% | 0.5% | -1% | -1% | 0.8 | i
FC(F)(F)c1cccc(/C=N/NC(=S)NC2CCCCC2)c1 | -9% | 0% | i | -10% | 6.2% | 0% | 1% | 0.1 | i
COc1cc(Cl)c(C)cc1NC(=S)NN | 8% | -3% | i | ? | 1.0% | -18% | 0% | -2.8 | i
CCOc1cc(C(c2c(C)[nH][nH]c2=O)c2c(C)[nH][nH]c2=O)ccc1OC(=O)c1cccc([N+](=O)[O-])c1 | -14% | -10% | ? | 10% | 3.5% | -1% | 1% | -0.8 | i
COc1ccc(C(=O)NCCn2cc(SCC(=O)Nc3ccccc3)c3ccccc32)cc1OC | 0% | -9% | ? | -23% | 3.6% | -10% | . | . | .
COCCN(CC(=O)Nc1cccc(C)c1C)C(=O)c1cc(S(=O)(=O)N2CCCC2)ccc1C | 7% | -2% | ? | 7% | -0.6% | 1% | -1% | -2.7 | i
Cc1ccnc(N2CCCC(C(=O)Nc3nnc(C)s3)C2)n1 (stereo unspecified) | 0% | -8% | i | 8% | 0.4% | -3% | 1% | 0.1 | i

Among those listed so far, 3 contain an aryl thioether with sulfur outside any ring.
SMILES | HepG2 viability | A549 viability | S2 tox | Nrf2 inh | Nrf2 activator | TGFb SMAD3 inh | Mm-Cpn inhibitor | CCT modulator | pAkt inh
Cn1c(SCC(=O)Nc2nc(C(C)(C)C)cs2)nnc1C1CC1 | -11% | 1% | i | ? | -0.4% | -5% | 0% | -0.5 | i
COc1cccc(OCCSc2nc(N)cc(N)n2)c1 | -19% | -14% | i | ? | -0.3% | -8% | -1% | 0.2 | i
COc1ccc(C(=O)NCCn2cc(SCC(=O)Nc3ccccc3)c3ccccc32)cc1OC | 0% | -9% | ? | -23% | 3.6% | -10% | . | . | .

More results
SMILES | HepG2 viability | A549 viability | S2 tox | Nrf2 inh | Nrf2 activator | TGFb SMAD3 inh | Mm-Cpn inhibitor | CCT modulator | pAkt inh
COc1ccccc1-c1nnc(SCC(=O)NNC(=O)c2ccccc2F)n1C | -2% | 4% | i | 18% | -0.5% | -4% | -18% | 0.8 | i
Cc1cc(C(=O)CSc2nc3ccccc3n2CCC#N)c(C)n1Cc1cccs1 | -26% | -21% | i | 15% | 0.4% | ? | -15% | -1.9 | i
COc1ccc(S(=O)(=O)N2CCCC2)cc1C(=O)N1CCOCC1 | 0% | 2% | i | -1% | 0.1%[9.22 µM] | 14% | 1% | 1.6 | i
Cc1cc(NC(=O)CSCC(=O)OC(C)C(=O)N(C)Cc2ccccc2)no1 (stereo unspecified) | 4% | 0% | i | 7% | -1.1% | 13% | -2% | 1.3 | i
CN(C(=O)COc1cc(=O)n(C)c2ccccc12)c1ccc(Cl)cc1 | -17% | 1% | i | 12% | -0.9% | -9% | 1% | 0.6 | i
O=C(CCc1nnc(Cc2ccc3c(c2)OCO3)o1)N(CC1CCC1)CC1CCCO1 (stereo unspecified) | 9% | -3% | i | 7% | -0.8% | 4% | 2% | -0.9 | i
O=C(CCCN1C(=O)/C(=C/c2ccco2)SC1=S)Nc1cccc(C(=O)O)c1 | 10% | -15% | ? | 4% | 4.1% | -2% | 0% | 1.5 | i
Cc1ccc2c(c1)N(CC(=O)NCCCN1CCCCC1C)C(=O)c1cccnc1O2 (stereo unspecified) | -3%&0% | 0%&11% | i | ? | -0.9%&0.0% | -24%&0% | -4% | -0.9 | i
Cc1ccc(-c2nnc(N(C)C(=O)c3ccncc3)s2)cn1 | -14% | -3% | i | 3% | -0.5% | -8% | 0% | -9.5 | i
OC(c1ccc(F)cc1)c1nc(-c2ccc(Cl)cc2)cs1 (stereo unspecified) | -43% | . | i | . | 2.2% | -26% | . | 0.1 | .
O=C(CN1C(=O)S/C(=C/c2cccs2)C1=O)N1CCOCC1 | 0% | -3% | i | 9% | -1.1% | -8% | 0% | -2.8 | i
CCc1nnc(NS(=O)(=O)c2ccc(N/C=C\C(=O)c3ccc(C)cc3)cc2)s1 | 0% | -12% | i | -15% | 0.4% | 1% | -1% | 0.3 | i
COc1ccc(S(=O)(=O)N(CC(N)=O)C2CCCCC2)cc1Cl | -25% | 0% | i | -1% | 0.1% | 14% | 1% | -1.6 | i
Clc1ccc(-c2nc3n(n2)Cc2ccccc2-3)cc1 | -36% | 10% | i | ? | 7.2% | 2% | 1% | 1.5 | i
Cn1c(=O)[nH]c(=O)c2c1nc(CN1CCOCC1)n2Cc1ccc(F)cc1 | -9% | 0% | i | -1% | -1.1% | 0% | 2% | -0.2 | i
Cc1cc(-c2nnc(SCC(=O)Nc3ccccc3F)n2N)n[nH]1 | -48% | 2% | i | 2% | -0.9% | -14% | -2% | -1.1 | i
CCc1cc2c(=O)oc(-c3ccc(F)cc3)nc2s1 | -74% | -5% | i | 10% | -0.5% | -2% | -1% | 0.3 | i
CN(C(=O)Cn1c(=O)oc2ccccc21)C1CCCCC1 | 10% | -5% | ? | 1% | 0.2% | 6% | 2% | -0.8 | i
Cc1ccc(-n2nnnc2SCC(=O)Nc2ccc(N3CCN(C)CC3)cc2)c(C)c1 | -41% | 1% | i | 0% | 7.2% | ? | -3% | 0.3 | .
O=S(=O)(c1cccc(Cn2nnc(-c3ccccc3)n2)c1)N1CCOCC1 | -16% | 6% | i | ? | 0.4% | -25% | 0% | 0.5 | i
CN(C)CCNC(=O)Nc1ccc([N+](=O)[O-])cc1 | -7% | 0% | ? | 4% | -0.5% | 1% | 1% | 0.1 | i
CC(=O)c1c(N2CCCCC2)nc(=S)n(Cc2ccccc2)c1C | -9% | 2% | i | -11% | -0.3% | 4% | -1% | -1.8 | i
COc1ccc(C(=O)N(C)CC(O)c2ccccc2)cc1OC1CCN(C(C)=O)CC1 (stereo unspecified) | 0% | -4% | i | -5% | 0.1% | -1% | 0% | -2.5 | i
O=C(Cc1ccc2c(c1)OCCO2)N/N=C/c1ccco1 | -13% | 11% | i | -11% | 3.9% | 4% | 0% | 1.2 | i
Cc1cc(NC(=O)Cc2ccccc2C)no1 | -11% | 0% | i | -9% | -0.2% | 7% | -1% | 0.0 | i
OCCC1CN(Cc2cnc(N3CCCC3)s2)CCN1Cc1ccccc1 (stereo unspecified) | -2% | -14% | i | 8% | -0.3% | 2% | -5% | -1.5 | i
O=C(NCC(O)c1ccccc1)Nc1cccs1 (stereo unspecified) | -8% | 3% | i | 17% | -0.4% | -3% | 0% | -0.5 | i
COc1cc2c(cc1OC)CN(C(=O)c1cc(S(=O)(=O)N3CCOCC3)ccc1Cl)CC2 | -20% | 8% | i | -26% | 2.6% | 14% | 0% | 1.5 | i
COc1ccc(NC(=S)N2CCN(C(=O)c3ccccc3)CC2)cc1 | 7% | -1% | ? | -8% | 0.1% | -9% | -1% | -0.5 | i
CC(=O)c1ccc(N2CCN(C(=O)COc3ccc4c(c3)CCC4)CC2)cc1 | 7% | 13% | ? | -28% | 3.1% | 1% | -2% | -0.1 | i
Cc1cccc(NC(=O)CSCc2cc(=O)n3nc(C4CC4)sc3n2)c1 | 1% | -2% | i | 0% | -0.1% | -9% | 1% | -0.4 | i
COc1ccc(C2=NN(C(=O)CCC(=O)O)C(c3ccc(OC)c(OC)c3)C2)cc1 (stereo unspecified) | 17% | 3% | i | -8% | 2.6% | 8% | -1% | -1.6 | i
CN(C)Cc1ccccc1-c1cccc2nccn12 | -17% | . | i | . | -0.9% | -12% | . | 0.0 | i
CCOC(=O)c1ccccc1-c1csc(N)n1 | 50% | 6% | i | 1% | 0.1% | 11% | 2% | -1.3 | i
COc1ccc(NC(=O)C(=O)NCC(c2ccco2)N2CCc3ccccc3C2)cc1 (stereo unspecified) | -1% | 0% | ? | -8% | 0.0% | -5% | -4% | -7.4 | i
CCCCN(CCCC)Cc1ccc(C(=O)NN)o1 | -15% | 5% | i | 1% | 0.1% | -1% | -11% | -30 | i
Cc1ccc(CNC(=O)c2c[nH]n3c(=O)c(Cc4ccc(Cl)cc4)c(C)nc23)cc1 | 13µM* | -8% | i | -29% | -1.7% | ? | . | . | .
CN(C)/C(CN1CCOCC1)=C1\N=C(c2ccccc2)OC1=O | -9% | -9% | ? | ? | 1.6% | 4% | -1% | -3.0 | i
